# Source: PubChem BioAssay (Sanford-Burnham Center for Chemical Genomics)
# Gli-Sufu antag: Gli-Sufu pathway antagonism; Sufu-KO-LIGHT fibroblasts, Gli luciferase reporter luminescence; inhibition, % at 5 µM; 340,000 compounds, 0.74% hits; AID 588413;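 active means inhibition above about 55%, limit read from the data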;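 further: 0% = DMSO-treated cells and 100% = wells with medium but no cells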
# SENP8 block: blocks the human protease SENP8 | AID 2540 | 330,000 compounds, 1.2% hits | purified SENP8, Z-RLRGG-aminoluciferin cleavage, luminescence | inhibition, % at 10 µM | Q96LD8
# UBC13 polyUb: blocks human UBC13 polyubiquitin chain formation; P61088; TR-FRET; inhibition, % at 20 µM; 330,000 compounds, 0.47% hits; AID 485273; in the data active means inhibition above about 45%, passing the limit was not always enough
# CCR6 antagonist: CCR6 (human) receptor antagonism; P51684; CHO-K1 CCR6 PathHunter beta-arrestin, luminescence, CCL20-stimulated; inhibition, % at 20 µM; 340,000 compounds, 0.49% hits;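 active means compounds whose inhibition of the agonist-driven luminescence signal at 20 µM reaches about 50%, limit read from the data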;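 further: cells stimulated with CCL20 at 14 nM final; plate controls were DMSO with CCL20 for no effect and DMSO without agonist for full effect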
# EBI2 antag: antagonists of human EBI2 receptor | P32249 | inhibition, % at 5 µM | AID 651636 | EBI2 beta-arrestin recruitment, luminescence, 7a,25-OHC stimulated | 360,000 compounds, 0.81% hits; in the data active means inhibition above about 38%;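 further: enzyme fragment complementation signal reports receptor beta-arrestin coupling in cells; 0% = agonist plus DMSO wells and 100% = wells without agonist; some results beyond the cut were filed as inactive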
# Jurkat NFkB inh: lowers PMA/ionomycin-induced NF-kB signal in Jurkat cells; 330,000 compounds, 0.53% hits; inhibition, % at 4 µM; PMA/ionomycin-induced NF-kB luciferase reporter, luminescence
# Apaf1 inhib: human Apaf-1 inhibition | reconstituted apoptosome caspase-3 activity, DEVD-Rh110 fluorescence | O14727 | AID 489030 | inhibition, % at 20 µM | 330,000 compounds, 0.71% hits; active means inhibition of at least 40% at 20 µM;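 further: plate controls were DMSO wells for no effect and DEVD-CHO caspase inhibitor wells for full effect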
# Target sequence (O14727 whole entry, looked up): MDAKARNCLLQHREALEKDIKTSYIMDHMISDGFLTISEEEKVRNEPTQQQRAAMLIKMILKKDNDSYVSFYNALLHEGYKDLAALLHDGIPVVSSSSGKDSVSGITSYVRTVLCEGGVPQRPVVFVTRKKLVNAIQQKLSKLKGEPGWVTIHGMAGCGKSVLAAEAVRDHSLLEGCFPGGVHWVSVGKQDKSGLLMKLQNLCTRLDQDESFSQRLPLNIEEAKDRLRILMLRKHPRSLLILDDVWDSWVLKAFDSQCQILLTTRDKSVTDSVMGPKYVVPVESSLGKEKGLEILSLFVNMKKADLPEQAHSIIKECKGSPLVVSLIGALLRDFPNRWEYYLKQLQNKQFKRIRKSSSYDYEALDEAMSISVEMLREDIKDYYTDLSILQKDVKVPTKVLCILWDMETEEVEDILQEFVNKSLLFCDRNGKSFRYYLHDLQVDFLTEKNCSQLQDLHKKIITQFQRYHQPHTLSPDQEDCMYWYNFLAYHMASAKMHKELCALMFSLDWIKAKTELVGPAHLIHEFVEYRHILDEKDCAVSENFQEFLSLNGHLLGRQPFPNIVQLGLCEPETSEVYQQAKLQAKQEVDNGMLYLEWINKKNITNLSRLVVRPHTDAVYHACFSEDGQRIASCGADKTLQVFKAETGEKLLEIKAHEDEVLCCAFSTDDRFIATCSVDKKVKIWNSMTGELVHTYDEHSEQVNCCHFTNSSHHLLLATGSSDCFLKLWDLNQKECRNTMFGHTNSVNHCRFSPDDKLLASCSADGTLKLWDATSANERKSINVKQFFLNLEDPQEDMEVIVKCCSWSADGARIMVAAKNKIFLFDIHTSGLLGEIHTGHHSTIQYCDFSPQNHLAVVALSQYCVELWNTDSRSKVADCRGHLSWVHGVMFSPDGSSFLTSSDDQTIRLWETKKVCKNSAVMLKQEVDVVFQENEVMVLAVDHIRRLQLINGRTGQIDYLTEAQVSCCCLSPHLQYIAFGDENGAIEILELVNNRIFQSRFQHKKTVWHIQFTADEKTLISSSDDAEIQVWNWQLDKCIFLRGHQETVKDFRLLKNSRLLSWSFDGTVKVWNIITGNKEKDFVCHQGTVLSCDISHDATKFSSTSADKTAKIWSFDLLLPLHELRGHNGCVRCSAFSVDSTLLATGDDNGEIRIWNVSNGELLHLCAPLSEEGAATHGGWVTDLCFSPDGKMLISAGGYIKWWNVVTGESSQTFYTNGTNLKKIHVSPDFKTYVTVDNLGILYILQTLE
#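 System: Apoptosome proteins | Medium: Hepes pH 7.5 with detergent and BSA | Also added: Cytochrome c trigger plus (Z-DEVD)2-Rh110 caspase-3 substrate | Incubation: 30 min compound preincubation, 50 min activation, room temperature | Detection: Rhodamine 110 fluorescence at Ex 480/Em 540 nm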
# 697 NFkB inh: inhibitors of the PMA/ionomycin-induced NF-kB reporter in 697 B cells; 697 B-cell NF-kB luciferase reporter, 16 h; 330,000 compounds, 0.33% hits; AID 435022; inhibition, % at 4 µM; in the data active means inhibition above about 35%
# * marks the source's active call; other numbers are inactive results; x = not tested or not shown. Unless noted, no stated cut-off is given here; in the data, active means inhibition above about 50%; inactive means the rest. The list is partial; rates above refer to the full screens.
No.	compound	Gli-Sufu antag	SENP8 block	UBC13 polyUb	CCR6 antagonist	EBI2 antag	Jurkat NFkB inh	Apaf1 inhib	697 NFkB inh
1	Cc1cc(=O)oc2cc(NC(=O)c3c(Cl)cnn3C)ccc12	27	-3	-8	11	4	-14	8	-27
2	O=C(OCC#CCSc1nnc(-c2cccc3ccccc23)o1)c1ccco1	-1	-1	0	9	-16	-16	20	-20
3	O=C(Nc1ccccc1)Nc1nnc(/C=C/c2ccccc2Cl)s1	-4	1	7	-22	-1	14	13	-27
4	CC(C)(C)C(=O)NCc1ccc(C(=O)CN2C(=O)NC3(CCCC3)C2=O)s1	-8	-13	-7	7	2	-13	17	-15
5	CCOC(=O)C1=C(COC(=O)c2cccc(N(C)C)c2)NC(=O)NC1C (stereo unspecified)	-48	11	12	2	-6	-10	6	-24
6	CCc1c(O)c(-c2ccccc2)c(=O)n(-c2ccccn2)c1-c1ccccc1	-2	-13	-10	-10	-3	-2	5	-5
7	O=C(/C=C/c1ccco1)N1CCCC(c2ccccc2)C1 (stereo unspecified)	-31	5	-3	17	6	4	-4	6
8	CCc1ccccc1NC(=O)CN(C)C(=O)COC(=O)c1cccnc1Cl	0	-7	-8	-6	-4	-6	-3	-14
9	CCOCCCNC(=O)CN1C(=O)/C(=C/c2ccccc2C)Sc2ccccc21	1	-7	-25	10	16	-10	8	-7
10	CC1(c2ccccc2)NC(=O)N(CC(=O)N2CCN(S(=O)(=O)c3c(F)cccc3F)CC2)C1=O (stereo unspecified)	0	6	4	9	-1	7	6	13
11	COc1cc(Br)cc2cc(C(=O)NCC3CCCO3)c(=O)oc12 (stereo unspecified)	-6	3	-2	1	-2	6	-5	30
12	CCCc1nc2nc(C)c(NS(=O)(=O)c3ccc(C4CCCCC4)cc3)c(=O)n2[nH]1	-10	8	3	1	2	15	10	1
13	CCOc1ncccc1C(=O)OCC(=O)c1c(N)n(C)c(=O)n(C)c1=O	-1	-4	1	-7	-4	18	-15	8
14	Cc1nc2ccc(S(=O)(=O)N(C)CC(=O)NCc3ccc(N(C)C)cc3)cc2s1	-6	3	-2	6	5	16	-1	4
15	COc1cc(CN2CCN(C(O)(c3ccccc3)c3ccccc3)CC2)cc(OC)c1OC	30	-8	10	14	-8	-4	13	-16
16	COc1ccc(CCN2CC(C(=O)NCCc3cnn(C)c3)CCC2=O)cc1 (stereo unspecified)	29	-11	-2	16	6	-4	-10	-9
17	CC(=O)Oc1ccc2c(=O)c(N3C(=O)c4ccccc4C3=O)c(C)oc2c1C	1	1	2	2	9	4	-5	9
18	Cc1cc2occ(CC(=O)O)c2cc1C	2	7	3	12	-11	-4	0	13
19	CCO[C@H]1OC(C(=O)N2CCOCC2)=C[C@@H](C)[C@@H]1CCCO	10	-10	3	12	-3	19	5	3
20	CCc1cc2cc(C(=O)N3CCN(Cc4ccccc4)CC3)sc2s1	17	-2	15	8	97*	-1	29	3
21	Cn1c(=O)c2c(nc(CN3CCN(C(=O)c4ccco4)CC3)n2CC(=O)C(C)(C)C)n(C)c1=O	33	7	2	1	2	-12	-1	-4
22	CCCC(=O)OCCNc1cc(SCCC(=O)OC)c2nonc2c1[N+](=O)[O-]	-4	7	-15	62*	-9	0	35	34
23	CN(Cc1ccccc1F)C(=O)CNC(=O)Cc1cccc2ccccc12	-3	4	-2	14	1	2	11	11
24	CCOC(=O)N1CCN(C(=O)Cc2ccc(-n3c(=S)[nH]c4ccccc4c3=O)cc2)CC1	2	-2	46*	3	-9	8	-7	19
25	C=CCn1c(SCc2nc3ccccc3[nH]2)nnc1-c1cccc(OC)c1	-1	-1	9	-4	3	0	2	14
26	COc1ccc(CNC2c3ccccc3-c3ccccc32)cc1OC	-4	-2	6	3	-11	10	8	9
27	Cc1ccc(NC(=O)CSc2ccc3c(c2)OCCO3)c(O)c1	73*	2	-2	-1	-5	15	-1	0
28	O=C(NCc1cccnc1)c1ccccc1NS(=O)(=O)c1ccc(Br)cc1	0	-8	-20	-6	0	-10	-4	-1
29	CCN(Cc1ccccc1)Cc1nnnn1Cc1ccccc1	4	-1	4	14	3	11	-5	2
30	COc1ccccc1CN1CC(C(=O)N(Cc2cnn(C)c2)C(C)C)CCC1=O (stereo unspecified)	-16	-1	4	0	-7	-3	-5	-7

# (continued)
No.	compound	Gli-Sufu antag	SENP8 block	UBC13 polyUb	CCR6 antagonist	EBI2 antag	Jurkat NFkB inh	Apaf1 inhib	697 NFkB inh
31	CN1C(=S)SC(C)(C)C1N(O)C(=O)Nc1ccc(Cl)cc1 (stereo unspecified)	-6	-6	2	9	9	-23	7	4
32	Clc1ccc(-c2ccnc(Oc3cc(Cl)ccc3Cl)n2)cc1	0	2	4	2	10	3	10	8
33	O=C(NCCN1CCOCC1)c1cccc(S(=O)(=O)N2CCCC2)c1	-2	-4	-4	12	-2	-16	6	5
34	Cn1nc(C(C)(C)C)cc1C(=O)Nc1nc2c(s1)C(=O)CC(C)(C)C2	0	0	9	-15	6	-20	5	21
35	Cc1cccc(N2C(=O)C3CC3C2=O)c1 (stereo unspecified)	-7	-4	8	0	1	5	-12	-6
36	N#CCc1ccc(Oc2ncccn2)cc1	1	-12	-7	7	-6	-7	11	-9
37	COc1ccc(C2CC(=O)C(C=NCCN3CCOCC3)=C(O)C2)cc1 (stereo unspecified)	6	1	-2	-3	1	-4	16	1
38	COc1ccc(C2C(C(=O)N3CCCCC3)CCC(=O)N2c2cc(OC)c(OC)c(OC)c2)cc1 (stereo unspecified)	7	-7	-23	-10	-2	-2	1	-2
39	Cc1cc(NC(=O)NCc2ccccc2)c(=O)n(Cc2ccccc2F)c1	1	4	0	16	6	14	-4	1
40	O=C(O)C1C2C=CC(C2)C1C(=O)OCC1CCCO1 (stereo unspecified)	5	-1	1	0	-3	6	-18	-5
41	Clc1ccc(N2CCOCC2)nn1	-5	-5	5	-10	-10	-6	-2	-1
42	COc1ccc(CNC(=O)C(CCSC)NS(=O)(=O)c2ccccc2F)cc1 (stereo unspecified)	1	5	4	-2	1	1	-13	26
43	O=C(O)c1cc(N/C(=N\S(=O)(=O)c2ccc(F)cc2)c2ccccc2)ccc1O	6	9	-6	3	-13	6	2	15
44	Cc1c(C(=O)N(CCC#N)c2ccccc2)sc2nc3n(c(=O)c12)CCCC3	-5	-6	-6	17	-1	6	4	-2
45	Cn1c(COc2ccc(Cl)cc2)nnc1SCc1ncc(-c2ccccc2)o1	11	0	0	18	27	-19	24	-25
46	CC(C)(C)OC(=O)N1CCCC(C(=O)CC#N)C1 (stereo unspecified)	1	1	-12	3	-5	0	33	-27
47	Cc1cccc(/C=C2\Sc3ccc(C(=O)N4CCC(C(N)=O)CC4)cc3N(C)C2=O)c1	-10	-6	-2	-6	1	-14	-2	0
48	COCCCn1c(=O)c2ccccc2n(Cc2ccccc2C)c1=O	3	-2	-5	9	6	-5	-3	-17
49	CCCn1c(=O)c(C(=O)NCCCc2ccccc2)c(O)c2ccccc21	-3	7	17	8	-1	3	13	1
50	O=C1CCCC2=C1C(c1cccs1)Nc1ccc3ncccc3c12 (stereo unspecified)	10	3	12	8	21	-4	-9	14
51	COc1cc(Cl)c(C)cc1NC(=O)Cc1ccc(OC)c(OC)c1	4	-9	4	21	-1	-12	11	-13
52	COc1cc(NC(=O)c2cc([N+](=O)[O-])ccc2NC(=O)CNCc2ccccn2)cc(OC)c1	6	-2	-10	19	2	-7	8	-72
53	O=C(NCCCN1CCCC1=O)C(=O)Nc1cccc(F)c1	-56	5	-1	2	8	-63	-2	-51
54	COC1=CCC2([N+](=O)[O-])CN(CCO)CC1([N+](=O)[O-])C2 (stereo unspecified)	-2	-10	6	-7	-11	4	-4	17
55	O=C(CC12CC3CC(C1)CC(CC(=O)N1CCCC1)(C3)C2)N1CCCC1	38	-2	2	-17	2	-9	-9	1
56	CCC(C)[C@H](NC(=O)NCCCn1ccnc1)C(=O)OC (stereo partly specified)	-10	6	3	-2	-12	-1	2	9
57	Oc1ccc(-c2nccc(-c3ccc(F)cc3)n2)cc1	-58	1	10	-9	12	-64	10	-47
58	CCn1c(SCC(=O)NC2CCCC2)nnc1C(C)C	-19	0	2	4	1	-8	1	-2
59	COc1cccc(CN2CCN(Cc3nc(C(C)C)cs3)CC2CCO)c1 (stereo unspecified)	18	-3	-1	16	-9	15	12	-15
60	N#Cc1cn(Cc2ccccc2)c2ccccc12	-1	3	12	6	3	-10	0	3

# The final 5 records of the part above open the next one:
No.	compound	Gli-Sufu antag	SENP8 block	UBC13 polyUb	CCR6 antagonist	EBI2 antag	Jurkat NFkB inh	Apaf1 inhib	697 NFkB inh
56	CCC(C)[C@H](NC(=O)NCCCn1ccnc1)C(=O)OC (stereo partly specified)	-10	6	3	-2	-12	-1	2	9
57	Oc1ccc(-c2nccc(-c3ccc(F)cc3)n2)cc1	-58	1	10	-9	12	-64	10	-47
58	CCn1c(SCC(=O)NC2CCCC2)nnc1C(C)C	-19	0	2	4	1	-8	1	-2
59	COc1cccc(CN2CCN(Cc3nc(C(C)C)cs3)CC2CCO)c1 (stereo unspecified)	18	-3	-1	16	-9	15	12	-15
60	N#Cc1cn(Cc2ccccc2)c2ccccc12	-1	3	12	6	3	-10	0	3
61	COC(=O)C1=C(C)NC(C)=C(C(=O)OC)C1c1cc2ccc(C)cc2[nH]c1=O	3	-2	2	-5	-4	-1	6	-4
62	CCOc1ccc(CCNC(=O)C2CCC(=O)N2CCc2ccccc2)cc1OCC (stereo unspecified)	-6	1	14	-5	-6	7	-12	-4
63	Cc1cccc(NC(=O)CCc2ccc(C)o2)c1	-5	-4	1	7	6	-1	-6	-3
64	CC1(C)Cc2c(c(N3CCCC3)nc3sc4c(N5CCNCC5)ncnc4c23)CO1	8	-10	21	0	x	17	7	-1
65	Cc1ccc(S(=O)(=O)Cn2nnnc2C(C)N2CCN(C(=O)c3ccco3)CC2)cc1 (stereo unspecified)	-1	3	1	8	-10	7	-11	7
66	CC1=C(C(=O)OCC2CCCCC2)C(c2ccc(O)cc2)NC(=O)N1 (stereo unspecified)	8	-2	2	1	-13	-6	10	-16
67	N#Cc1c(NC(=O)c2cccc(S(=O)(=O)Nc3ccc(C(=O)O)cc3)c2)sc2c1CCCC2	-16	0	-2	19	-4	4	6	13
68	C=CCNC(=O)C(=O)NN=C1CCN(C)CC1	5	12	3	8	-7	4	-6	4
69	COc1ccc2nc(NC(=O)c3ccoc3C)sc2c1	-78	97*	16	8	-3	-191	0	-251
70	O=C(Nc1cccc(Cl)c1)c1ccc(F)c(S(=O)(=O)NCc2ccc3c(c2)OCO3)c1	89*	-8	12	14	4	5	14	0
71	O=C(c1ccc(=O)[nH]c1)N(Cc1ccco1)C1(C(=O)NC2CCCCC2)CCCCC1	-10	-5	0	6	-8	16	-3	6
72	C=CCN(C)NC(=S)Nc1ccccc1	5	-7	7	8	-6	11	2	20
73	COc1ccc(S(=O)(=O)N2c3ccccc3OCC2CC(=O)O)cc1 (stereo unspecified)	-10	6	3	7	-7	-8	0	-8
74	Cn1ccc(C(=O)NC(=S)Nc2ccc([N+](=O)[O-])cc2O)n1	-77	56*	-26	28	3	-36	-2	-122
75	COc1ccc(C(C)=O)c(Oc2cc(NN3CCCCC3)c([N+](=O)[O-])cc2[N+](=O)[O-])c1	4	-3	-20	21	22	6	15	-28
76	O=C(COC(=O)c1ccc(O)cc1O)NC1CCCCCC1	-3	-6	9	4	0	8	-8	-10
77	COc1ccc(NC(=O)CNc2cc(S(=O)(=O)N3CCOCC3)ccc2N2CCOCC2)c(OC)c1	7	8	-6	9	-2	8	-12	8
78	N#Cc1ccccc1Cn1c(=O)n(-c2ccc(CC(=O)NCc3ccco3)cc2)c(=O)c2sccc21	-6	-10	-2	10	6	5	6	-10
79	Cc1cc(C(=O)CN2C(=O)NC3(CCCc4sccc43)C2=O)c(C)n1-c1ccc(Cl)cc1 (stereo unspecified)	4	-1	5	1	26	4	33	-10
80	CC1(C)CC(CCC(=O)NC(=S)Nc2ccccc2Cl)C(=O)O1 (stereo unspecified)	-7	-9	3	13	9	-3	2	-17
